BRCT inh green = qHTS Assay for Inhibitors of BRCT-Phosphoprotein Interaction (Green Fluorophore); Potency, µM (top dose mostly 76.9 µM), for the others: top-dose activity change, negative = inhibition, actives largely listed as inhibitors; BRCA1 BRCT-phosphopeptide binding, green fluorescence polarization; Breast cancer type 1 susceptibility protein (Homo sapiens), P38398; AID 875, 2007; actives 0.05% (n = 75,000);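 further: potency means the concentration at half of the fitted maximal effect; plate controls were peptide without protein for full effect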
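Fluorescence polarization: His-tagged BRCT (~35 kDa BRCA1 C-terminus, 250 nM) bound to 100 nM fluorescein-labeled phosphorylated 10-aa BACH1 peptide, pH 7.3 phosphate buffer with DTT and Tween 20. Compounds incubated 12 min at room temperature; inhibition read as lowered polarization.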
Pol III holo inh = qHTS Assay for Inhibitors of DNA Polymerase III Holoenzyme System; actives 0.25% (n = 71,000); Potency, µM (highest dose often 57.1 µM), for inactives: top-dose activity change, negative = inhibition; reconstituted DNA polymerase III holoenzyme replication, biochemical; further: potency means the concentration at half of the fitted maximal effect; on the % scale 0 is the no-effect control and ±100 the full control effect
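Reconstituted *E. coli* holoenzyme (0.35 nM Pol III, 1 nM beta, 154 nM SSB, 2 nM primase) was preincubated with compound for 15 min at RT. Synthesis on 1.4 nM ssM13Gori ran 35 min, then was stopped with PicoGreen/EDTA and read as dsDNA fluorescence.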
HBB splicing = qHTS Assay for Modulators of Hemoglobin Beta Chain Splicing; actives 0.06% (n = 65,000); Potency, µM (series often up to 46.1 µM), for the others: top-dose activation, hits mostly activators; AID 925, 2007; HBB splicing reporter cell assay, activation; EGFP reporter with mutant IVS2-654 intron; response scale: normalised to 500 nM splice-correcting PNA; further: potency means the concentration at half of the fitted maximal effect; 0% is about no effect
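HeLa cells stably expressing EGFP interrupted by mutant beta-globin intron 2 (IVS2-654), 500/well in 2% FCS. Treated with compound for 2 days at 37C. Splicing correction scored as total well GFP intensity (488 nm excitation, 500-520 nm emission); 500 nM antisense PNA served as control.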
CRE Fsk mod = Cell signaling CRE-BLA (Fsk stim); CHO CRE-bla reporter (cAMP response element driving beta-lactamase), forskolin EC10, beta-lactamase ratio; Potency, µM (doses to about 38.2 µM), without a hit: at the highest dose activity change, negative = inhibition, actives largely listed as activators; actives 2.5% (n = 71,000); AID 662, 2007; active means well fitted activation curve with a large enough effect in the signal ratio, with a control signal flat, not every such curve was filed as active; inconclusive means small, poorly fitted or top-dose-only effect, or effect the other way, or a change in a side signal; the % refers to the signal ratio; further: potency means the concentration at half of the fitted maximal effect; % of control where 0% means no effect
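qHTS titration format; CRE-bla CHO reporter; stimulus EC10 NKH 477, a water-soluble forskolin. Read: CCF4 460/530 nm ratio. Potency expressed as AC50 for activators or inhibitors.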
Hsp90 Hop PPI = qHTS Assay for Disrupters of an Hsp90 Co-Chaperone Interaction. AlphaScreen TPR2A-His6 binding biotin-Hsp90 C-terminal peptide. Hsp90 C-terminal peptide / TPR2A (Hop) interaction, human. AID 595, 2007. Potency, µM (series often up to 57 µM), for inactives: at the top dose activity change, negative = inhibition. actives 0.44% (n = 71,000); active means well fitted curve in either direction with a large enough effect; inconclusive means small, poorly fitted or top-dose-only effect, or another doubt; further: potency means the concentration at half of the fitted maximal effect; on the % scale 0 is the no-effect control and ±100 the full control effect; many of its hits are not listed in these tables
15-hLO inh = qHTS Assay for Inhibitors of 15-hLO (15-human lipoxygenase) | Polyunsaturated fatty acid lipoxygenase ALOX15 (Homo sapiens), P16050 | purified 15hLO-1, xylenol orange hydroperoxide absorbance | Potency, µM (series often up to 57.1 µM), for the others: at the highest dose activity change, negative = inhibition, actives largely listed as inhibitors | actives 1.4% (n = 74,000) | AID 887, 2007; further: potency means the concentration at half of the fitted maximal effect; on the % scale 0 is the no-effect control and ±100 the full control effect; nearly all actives have a fitted effect of over 55% in size
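Purified human 15hLO-1 (40 nM) in 25 mM Hepes pH 7.5, 0.01% Triton X-100, preincubated 15 min RT with compound, then 50 uM arachidonic acid for 6 min. Hydroperoxide read by ferrous/xylenol orange, 30 min; 573/405 nm absorbance ratio gave progress.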
USP2a inh = qHTS Assay for Inhibitors of Ubiquitin-specific Protease USP2a; actives 0.1% (n = 60,000); Potency, µM (series often up to 38.3 µM), without a hit: at the top dose activity change, negative = inhibition, actives largely listed as inhibitors; USP2a enzymatic assay, qHTS inhibition; Ubiquitin carboxyl-terminal hydrolase 2 (Homo sapiens), O75604;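 further: potency means the concentration at half of the fitted maximal effect; nearly all actives have a fitted effect of over 60% in size; plate controls were DMSO for no effect and NEM full inhibition control for full effect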
Target sequence (O75604 whole entry, looked up): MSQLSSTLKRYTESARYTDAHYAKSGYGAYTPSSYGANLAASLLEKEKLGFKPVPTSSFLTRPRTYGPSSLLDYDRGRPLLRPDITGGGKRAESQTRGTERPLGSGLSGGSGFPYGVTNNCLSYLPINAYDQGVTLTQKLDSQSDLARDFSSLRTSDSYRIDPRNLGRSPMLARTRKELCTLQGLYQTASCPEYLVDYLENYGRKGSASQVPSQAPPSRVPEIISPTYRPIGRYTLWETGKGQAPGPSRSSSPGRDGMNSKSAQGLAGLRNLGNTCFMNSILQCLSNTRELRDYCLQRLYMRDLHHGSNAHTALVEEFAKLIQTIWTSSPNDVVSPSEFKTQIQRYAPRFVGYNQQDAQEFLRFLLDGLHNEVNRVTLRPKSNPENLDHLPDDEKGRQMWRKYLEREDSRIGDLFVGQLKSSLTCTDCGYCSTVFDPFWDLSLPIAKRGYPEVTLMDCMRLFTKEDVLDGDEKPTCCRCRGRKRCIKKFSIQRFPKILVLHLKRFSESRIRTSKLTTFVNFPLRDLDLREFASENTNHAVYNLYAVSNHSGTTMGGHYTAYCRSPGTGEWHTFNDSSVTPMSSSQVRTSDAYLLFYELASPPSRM
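USP2 core (20nM final) preincubated 30 min RT with compound, then Ub-PLA2 20nM and NBD C6-HPC 20uM final added; buffer 20mM Tris-HCl pH 8.0, 2mM CaCl2. Fluorescence Ex 460/Em 535 read at 0 and 2.5 h; normalized to NEM.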
UbGFP stabilizer = Ubiquitin-GFP Assay. Ubiquitin-GFP reporter cells, proteasome inhibition, GFP fluorescence; response scale: untreated = 0%, 10 µM MG-132 = 100%. Potency, µM (doses to about 45.9 µM), inactives show top-dose activation (GFP accumulation), usual class: activators. 67,000 tested, under 10 active. AID 526, 2006; active means well fitted activation curve with a large enough effect, not every such curve was filed as active; inconclusive means small, poorly fitted or top-dose-only effect, or another doubt; inactive means no such curve, though single readings can be large or run the other way; further: potency means the concentration at half of the fitted maximal effect
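Proteasome block read as GFP accumulation: ubiquitin(G76V)-GFP U2OS cells exposed to compound (2.9 nM–46 uM) for 4 hr at 37 C. Normalization used untreated cells as 0% and 10 uM MG-132 as 100%; concentration-response curves fitted.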
BRCT PPI red = qHTS Assay for Inhibitors of BRCT-Phosphoprotein Interaction (Red Fluorophore). Breast cancer type 1 susceptibility protein (Homo sapiens), P38398. BRCT-phosphopeptide binding, red fluorescence polarization. Potency, µM (titrated, usually from 76.9 µM), inactives show at the highest dose activity change, negative = inhibition, usual class: inhibitors. actives 0.03% (n = 75,000). AID 892, 2007; further: on the % scale 0 is the no-effect control and ±100 the full control effect
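Rhodamine-labelled pBACH1 10-mer (100 nM) bound to BRCT domain (100 nM) at pH 7.3; compounds incubated 12 min room temperature, polarization read. Free peptide defines full inhibition; unlabelled decapeptide titrated as control.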
HADH2 inhib = qHTS Assay for Inhibitors of HADH2 (Hydroxyacyl-Coenzyme A Dehydrogenase, Type II); 3-hydroxyacyl-CoA dehydrogenase type-2 (Homo sapiens), Q99714; actives 3.4% (n = 73,000); recombinant HADH2, NADH fluorescence, beta-hydroxybutyryl-CoA; Potency, µM (titrated, usually from 57.1 µM), inactives show top-dose activity change, negative = inhibition, actives largely listed as inhibitors; further: potency means the concentration at half of the fitted maximal effect; on the % scale 0 is the no-effect control and ±100 the full control effect; nearly all actives have a fitted effect of over 60% in size; many of its hits are not listed in these tables
Target sequence (Q99714 whole entry, looked up, one chain of several): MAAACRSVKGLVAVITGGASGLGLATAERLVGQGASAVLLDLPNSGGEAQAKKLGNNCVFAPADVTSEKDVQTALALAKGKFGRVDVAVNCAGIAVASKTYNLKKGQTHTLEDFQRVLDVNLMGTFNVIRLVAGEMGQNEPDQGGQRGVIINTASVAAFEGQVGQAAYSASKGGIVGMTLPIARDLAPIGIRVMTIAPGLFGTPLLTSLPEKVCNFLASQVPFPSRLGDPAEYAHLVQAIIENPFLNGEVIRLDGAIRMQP
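Activity measured as NADH fluorescence gain (360/450 nm), taken as the change between first and last reads of a 4-min kinetic run. Conditions: pH 9.0 Tris buffer, 20 nM E. coli-expressed His-tagged enzyme, 1 mM NAD+, 90 uM beta-hydroxybutyryl-CoA; 15-min compound preincubation.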
GFP derepression = qHTS Assay for Epigenetic Modulators; actives 0.09% (n = 68,000); Potency, µM (top dose mostly 46.1 µM), without a hit: at the top dose GFP derepression (activation); mouse C127i GFP locus derepression, cytometry, 30 h; further: % of control where 0% means no effect
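Locus derepression in mouse mammary C127i cells whose integrated CMV-GFP reporter is normally silent; GFP expression after 30 h compound treatment was quantified by counting fluorescent cells.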
* hit, by the source's call; [ ] = another dose, or the depositor's remark. Unless noted, the call rests on the fitted dose curve; in most records, active means well fitted curve in the direction sought with a large enough effect; inconclusive means small, poorly fitted or top-dose-only effect, or another doubt; inactive means no such curve, though single readings can be large; an effect the other way counts as inactive or inconclusive. The list is partial, so the mix of outcomes need not match the whole.

How did CC[C@H](C)[C@@H]1O[C@]2(CC[C@@H]1C)C[C@H]1C[C@H](CC=C(C)[C@@H](O[C@H]3C[C@H](OC)[C@H](O[C@H]4C[C@H](OC)[C@H](O)[C@H](C)O4)[C@H](C)O3)[C@@H](C)C=CC=C3CO[C@@H]4[C@@H](O)C(C)=C[C@H](C(=O)O1)[C@@]34O)O2 do in these assays?
BRCT inh green: -1.1%; Pol III holo inh: 4%; HBB splicing: -1.6%; CRE Fsk mod: inconclusive; Hsp90 Hop PPI: -23%; 15-hLO inh: -11%; USP2a inh: 22%; UbGFP stabilizer: -5%; BRCT PPI red: -1.5%; HADH2 inhib: 12%; GFP derepression: 0%

What do the screens show for `Cc1ccc2c(c1)N(CCC(=O)NCc1cccnc1)C(=O)CO2`?
BRCT inh green: -1.2%; Pol III holo inh: -2%; HBB splicing: -0.1%; CRE Fsk mod: 3%; Hsp90 Hop PPI: -2%; 15-hLO inh: -9%; USP2a inh: 5%; UbGFP stabilizer: 9%; BRCT PPI red: -1.2%; HADH2 inhib: 7%; GFP derepression: 1%

What do the screens show for `CCOC(=O)CCc1c(C)nc2cc(C3CCCN(C(=O)OC(C)(C)C)C3)[nH]n2c1=O` (configuration not stated)?
BRCT inh green: -0.9%; Pol III holo inh: 3%; CRE Fsk mod: -2%; Hsp90 Hop PPI: 2%; 15-hLO inh: 7%; USP2a inh: 8%; UbGFP stabilizer: -4%; BRCT PPI red: -2.1%; HADH2 inhib: -2%; GFP derepression: -2%

How did O=C(Cn1cnc2c(nnn2-c2ccccc2)c1=O)NCC1CCCO1 (configuration not stated) do in these assays?
BRCT inh green: -2.8%; Pol III holo inh: -1%; HBB splicing: -0.6%; CRE Fsk mod: -3%; Hsp90 Hop PPI: 7%; 15-hLO inh: 13%; UbGFP stabilizer: 12%; BRCT PPI red: 0.2%; HADH2 inhib: 7%

What do the screens show for `COc1ccc(OC)c(-c2cc(C(=O)N3CCN(c4ncccn4)CC3)c3ccccc3n2)c1`?
BRCT inh green: 1.2%; Pol III holo inh: -4%; HBB splicing: 1.5%; CRE Fsk mod: inconclusive; Hsp90 Hop PPI: -1%; 15-hLO inh: -16%; USP2a inh: 34%[activator]; UbGFP stabilizer: 11%; BRCT PPI red: -0.8%; HADH2 inhib: inconclusive; GFP derepression: 1%

How did CCOC(=O)N1CCC(NC(=O)c2cnn3c(C(F)(F)F)cc(-c4cccc(OC)c4)nc23)CC1 do in these assays?
BRCT inh green: -0.1%; Pol III holo inh: -6%; HBB splicing: 0.3%; CRE Fsk mod: 10%; Hsp90 Hop PPI: -3%; 15-hLO inh: 0%; USP2a inh: 5%; UbGFP stabilizer: -5%; BRCT PPI red: -0.6%; HADH2 inhib: 22%; GFP derepression: -4%

Results for COc1cc(OC)c(NC(=O)c2ccco2)cc1Cl ?
BRCT inh green: -1.7%; Pol III holo inh: -5%; HBB splicing: 0.2%; CRE Fsk mod: 6%; Hsp90 Hop PPI: -3%; 15-hLO inh: 1%; USP2a inh: -13%; UbGFP stabilizer: -1%; BRCT PPI red: 1.0%; HADH2 inhib: -5%; GFP derepression: -2%

Results for O=C(O)CSc1nc(-c2ccccc2)nc2c1oc1ccccc12 ?
BRCT inh green: 0.8%; Pol III holo inh: 7%; CRE Fsk mod: inconclusive; Hsp90 Hop PPI: -1%; 15-hLO inh: -1%; USP2a inh: 0%; UbGFP stabilizer: -5%; BRCT PPI red: -4.4%; HADH2 inhib: -23%; GFP derepression: 0%

What do the screens show for `CC(C)=N[C@H](C(=O)O)C(C)(C)S`?
BRCT inh green: -2.0%[15.4 µM]; Pol III holo inh: 10%[11.4 µM]; HBB splicing: 0.1%[9.22 µM]; CRE Fsk mod: 2%[7.6 µM]; Hsp90 Hop PPI: -2%[11 µM]; 15-hLO inh: -4%[11.4 µM]; UbGFP stabilizer: 0%[9.17 µM]; BRCT PPI red: 0.5%[15.4 µM]; HADH2 inhib: -10%[11.4 µM]; GFP derepression: 2%[9.22 µM]

How did CSc1nnc(Cn2c(=O)sc3ccccc32)n1-c1cccc(Cl)c1 do in these assays?
BRCT inh green: 4.5%; Pol III holo inh: 0%; HBB splicing: 3.4%[1.84 µM]; CRE Fsk mod: -2%; Hsp90 Hop PPI: -7%; 15-hLO inh: inconclusive; USP2a inh: 14%; UbGFP stabilizer: 7%; BRCT PPI red: 1.1%; HADH2 inhib: -3%; GFP derepression: 7%

Results for Cc1nc(COC(=O)c2c(C)nn(-c3ccccc3)c2C)cs1 ?
BRCT inh green: 0.3%; Pol III holo inh: 0%; HBB splicing: -0.2%[57.5 µM]; CRE Fsk mod: inconclusive; Hsp90 Hop PPI: -1%; 15-hLO inh: 1%; USP2a inh: 5%; UbGFP stabilizer: 7%; BRCT PPI red: -1.3%; HADH2 inhib: -5%; GFP derepression: -4%

How did CO[C@H]1COC(=O)[C@H]2CCCN2C(=O)C/C=C\[C@@H](C)[C@H](OC)COC(=O)[C@@H](OCc2ccccc2)/C=C\[C@@H]1C do in these assays?
BRCT inh green: -0.1%[15.4 µM]; HBB splicing: 0.4%[9.22 µM]; 15-hLO inh: 7%[11.4 µM]; BRCT PPI red: -1.1%[15.4 µM]; HADH2 inhib: 8%[11.4 µM]

What do the screens show for `Cc1c(-c2ccccc2)c(P(=O)(N2CCOCC2)N2CCOCC2)c2ccccn12`?
BRCT inh green: -1.6%; Pol III holo inh: -3%; HBB splicing: -0.2%[57.5 µM]; CRE Fsk mod: -3%; Hsp90 Hop PPI: -4%; 15-hLO inh: 2%; USP2a inh: 5%; UbGFP stabilizer: -3%; BRCT PPI red: -1.3%; HADH2 inhib: 25µM*; GFP derepression: 7%

How did COc1ccc(C(=O)c2ccc(N(C)C)cc2)c(OC)c1 do in these assays?
BRCT inh green: -0.3%; Pol III holo inh: -1%; HBB splicing: -0.1%; CRE Fsk mod: inconclusive; Hsp90 Hop PPI: -1%; 15-hLO inh: -7%; USP2a inh: 5%; UbGFP stabilizer: 1%; BRCT PPI red: -0.1%; HADH2 inhib: -16%; GFP derepression: 0%

What do the screens show for `COc1ccc(Br)cc1S(=O)(=O)n1ccnc1C`?
BRCT inh green: 3.4%; Pol III holo inh: -3%; HBB splicing: -0.3%; CRE Fsk mod: 0%; Hsp90 Hop PPI: -1%; 15-hLO inh: -3%; USP2a inh: -5%; UbGFP stabilizer: 3%; BRCT PPI red: -1.8%; HADH2 inhib: -4%; GFP derepression: -3%

How did N#Cc1ccc(CSc2nnc(-c3cccc(S(=O)(=O)N4CCCCC4)c3)o2)cc1 do in these assays?
BRCT inh green: -1.8%; Pol III holo inh: inconclusive; HBB splicing: 0.0%[57.5 µM]; CRE Fsk mod: 4%; Hsp90 Hop PPI: 4%; 15-hLO inh: 3%; USP2a inh: 10%; UbGFP stabilizer: -1%; BRCT PPI red: 1.3%; HADH2 inhib: 4%; GFP derepression: 4%

Results for CN(C)c1ccc(CNC(=O)CN(C)S(=O)(=O)c2cccc3cccnc23)cc1 ?
BRCT inh green: -1.3%; Pol III holo inh: -16%; HBB splicing: -0.2%; CRE Fsk mod: -7%; Hsp90 Hop PPI: -2%[2.3 µM]; 15-hLO inh: 1%; UbGFP stabilizer: 0%; BRCT PPI red: 1.2%; HADH2 inhib: -6%

Assay outcomes from PubChem BioAssay.
